GSTO1 inh = counter-screen for RBBP9 inhibitors: inhibitors of human GSTO1. P78417. recombinant GSTO1, activity-based probe fluorescence polarization. inhibition, % at 5.96 µM. actives 1.1% (n = 300,000). AID 1974;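 active = inhibition above the campaign mean inhibition plus 3 SD, cut at about 35% in these data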;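 note: 0% = GSTO1-1 with DMSO and 100% = wells lacking GSTO1-1 enzyme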
Target sequence (P78417 whole entry, looked up): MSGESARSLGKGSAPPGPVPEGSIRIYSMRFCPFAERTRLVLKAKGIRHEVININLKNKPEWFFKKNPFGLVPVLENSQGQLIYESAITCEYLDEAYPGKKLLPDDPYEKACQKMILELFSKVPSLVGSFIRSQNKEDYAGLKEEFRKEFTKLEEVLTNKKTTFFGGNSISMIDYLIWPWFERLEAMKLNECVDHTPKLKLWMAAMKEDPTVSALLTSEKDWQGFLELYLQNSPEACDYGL
PAD4 inh = PAD4 (human) enzyme inhibition; recombinant PAD4, RCA probe fluorescence polarization; inhibition, % at 6.36 µM; actives 0.41% (n = 330,000); AID 485272;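 active = percent inhibition above a cutoff equal to the mean of all tested compounds plus 3 SD, cut at about 15% in these data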;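 note: 0% = PAD4 with RCA probe and DMSO and 100% = probe without PAD4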
Bcl-xL primary = blocks human Bcl-xL binding to Bim BH3 peptide | Q07817 | GST-Bcl-xL / FITC-Bim BH3 peptide fluorescence polarization | inhibition, % at 10.9 µM | actives 0.7% (n = 320,000) | AID 2129;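 active = inhibition above the mean of all tested compounds plus 3 SD, cutoff set per campaign, cut at about 30% in these data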;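 note: 0% = DMSO wells and 100% = unlabeled Bim-BH3 peptide competitor; inhibitors lower millipolarization by displacing the labeled peptide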
MEX-5 binding = C. elegans MEX-5 TCR-2 RNA binding activity. MEX-5/FITC-TCR2 RNA binding, fluorescence polarization; active compounds read low. activity score (negative = inhibition of binding), % at 10 µM. actives 0.38% (n = 300,000). Q9XUB2;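 active = inhibition past about -25% in most replicates, and total fluorescence under double the plate's negative control median, limit read from the data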;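 note: 0% = DMSO and -100% = 5 µM competing unlabeled TCR2 RNA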
Target sequence (Q9XUB2 whole entry, looked up): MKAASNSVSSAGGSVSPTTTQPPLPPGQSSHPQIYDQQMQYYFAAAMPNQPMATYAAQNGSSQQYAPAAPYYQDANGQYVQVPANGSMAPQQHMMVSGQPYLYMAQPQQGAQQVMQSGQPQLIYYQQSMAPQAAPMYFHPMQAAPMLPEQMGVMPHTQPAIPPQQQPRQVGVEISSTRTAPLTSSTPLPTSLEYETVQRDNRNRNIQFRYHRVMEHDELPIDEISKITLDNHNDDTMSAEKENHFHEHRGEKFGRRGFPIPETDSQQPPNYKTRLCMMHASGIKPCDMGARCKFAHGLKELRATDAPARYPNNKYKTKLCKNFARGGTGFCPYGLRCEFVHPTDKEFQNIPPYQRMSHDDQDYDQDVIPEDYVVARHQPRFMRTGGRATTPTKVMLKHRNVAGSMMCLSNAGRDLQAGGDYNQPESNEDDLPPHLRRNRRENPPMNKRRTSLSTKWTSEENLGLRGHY
Fam108B counter = blocks mouse Fam108B hydrolase in RBBP9 counter-screen. AID 1947. inhibition, % at 9.51 µM. recombinant Fam108B, FP-Rh probe fluorescence polarization. actives 0.33% (n = 300,000);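 active = inhibition above the screen mean inhibition plus 3 SD, computed separately per campaign, cut at about 18% in these data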;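 note: inhibitors lower polarization as less probe binds the enzyme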
MCL1-BIM inh = inhibitors of human MCL1 binding to BIM-BH3 peptide | AID 2057 | actives 0.68% (n = 320,000) | Q07820 | inhibition, % at 10.9 µM | GST-MCL1 / FITC-Bim-BH3 fluorescence polarization;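 active = inhibition above the mean inhibition of all tested compounds plus 3 SD, set per campaign, cut at about 40% in these data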;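 note: 0% = DMSO wells and 100% = unlabeled Bim-BH3 peptide control; higher means more loss of mP so more displacement of Bim peptide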
GLD-1 TGE inh = GLD-1-TGE RNA interaction inhibition (C. elegans). Q17339. purified GLD-1 + fluorescein TGE RNA, fluorescence polarization. inhibition, % at 5.96 µM. actives 0.44% (n = 320,000);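 active = percent inhibition above a per-plate cutoff, the plate mean of test compounds plus 3 SD, cut at about 30% in these data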;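 note: 0% = DMSO wells with GLD-1 and probe and 100% = wells lacking GLD-1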
TPT1 inh = C. albicans TPT1 enzyme inhibition; recombinant caTPT1, FP RNA substrate dephosphorylation; inhibition, % at 5 µM; actives 0.81% (n = 300,000);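 active = inhibition above the mean of all tested compounds plus 3 SD, set per screening campaign, cut at about 24% in these data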;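 note: plate controls were DMSO alone for no effect and ferristatin control at 100 nM for full effect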
PME-1 primary = blocks human protein phosphatase methylesterase 1 | recombinant PME-1, FP-Rh probe fluorescence polarization | inhibition, % at 5.9 µM | actives 0.53% (n = 320,000) | AID 2130;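 active = inhibition above the campaign mean of all compounds plus 3 SD, cut at about 26% in these data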;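 note: competitive labeling of PME-1 active site by serine hydrolase directed probe; 0% = PME-1 with DMSO and 100% = wells lacking PME-1 enzyme; inhibitors block probe labeling so polarization falls and inhibition rises; many of its hits are not listed in these tables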
Target sequence (Q9Y570 whole entry, looked up): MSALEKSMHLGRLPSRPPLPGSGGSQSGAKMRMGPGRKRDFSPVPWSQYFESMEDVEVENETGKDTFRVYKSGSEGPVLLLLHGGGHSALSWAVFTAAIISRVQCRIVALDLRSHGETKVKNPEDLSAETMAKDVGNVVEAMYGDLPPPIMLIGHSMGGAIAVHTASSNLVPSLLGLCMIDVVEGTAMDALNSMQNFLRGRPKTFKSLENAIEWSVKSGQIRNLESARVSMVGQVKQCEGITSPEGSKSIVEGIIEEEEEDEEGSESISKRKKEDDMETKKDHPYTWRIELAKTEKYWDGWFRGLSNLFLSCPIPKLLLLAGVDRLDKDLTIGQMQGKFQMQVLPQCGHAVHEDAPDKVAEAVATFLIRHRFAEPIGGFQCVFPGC
* hit, by the source's call; . = no result given.

SMILES | GSTO1 inh | PAD4 inh | Bcl-xL primary | MEX-5 binding | Fam108B counter | MCL1-BIM inh | GLD-1 TGE inh | TPT1 inh | PME-1 primary
CCN1CCN(Cc2ccc(NC(=O)c3cc(NC(=O)c4cncc(-c5cccs5)c4)cc(OC)c3)cc2C(F)(F)F)CC1 | -62 | -10 | 7 | 2.6 | -49 | 11 | -2 | -3 | -80
Cc1noc(C)c1CSc1nc2cc(S(=O)(=O)N3CCOCC3)ccc2o1 | 1 | -1 | 3 | 2.2 | 2 | -3 | 8 | -4 | -3
Cc1ccccc1OCC(=O)Nc1cc(S(=O)(=O)N2CCCCC2)ccc1N1CCN(C)CC1 | -2 | 0 | 4 | -1.8 | -2 | 0 | -3 | -5 | 9
Cn1cccc1CC(=O)N/N=C/c1ccc(C(C)(C)C)cc1 | 1 | -3 | 5 | 3.4 | -2 | -4 | -4 | -3 | -1
Cc1ccc(S(=O)(=O)NCc2ccc(C(=O)N3CCc4ccccc4C3)cc2)cc1 | -4 | -2 | 1 | 2.4 | 1 | 1 | 4 | 1 | -3
O=C(CS(=O)CC(=O)Nc1cccc2c1CCCC2)Nc1ccc(F)cc1 (configuration not stated) | 1 | -2 | 3 | 0.5 | -2 | 0 | 6 | 0 | -3
O=C(Cn1cncn1)NCc1ccccc1Br | 8 | -2 | -1 | -2.0 | 3 | 5 | 2 | 3 | -5
Cc1ccccc1NC(=O)CN(C)S(=O)(=O)c1cccc2cccnc12 | -4 | 1 | 1 | 3.1 | 3 | 0 | 0 | -3 | 7
COc1cc(C)c(CN2CCC(n3nccc3NC(=O)C3CCOC3)CC2)cc1C (configuration not stated) | 4 | 5 | -3 | -0.5 | 4 | -3 | 1 | -3 | -4
O=C(NCc1cccnc1)c1cccc(Cl)c1 | -8 | -6 | 7 | -1.2 | -3 | 2 | 1 | 1 | -5

Single records (already shown):
Cc1ccccc1NC(=O)CN(C)S(=O)(=O)c1cccc2cccnc12 is listed as GSTO1 inh: -4; PAD4 inh: 1; Bcl-xL primary: 1; MEX-5 binding: 3.1; Fam108B counter: 3; MCL1-BIM inh: 0; GLD-1 TGE inh: 0; TPT1 inh: -3; PME-1 primary: 7
O=C(CS(=O)CC(=O)Nc1cccc2c1CCCC2)Nc1ccc(F)cc1 (configuration not stated) is listed as GSTO1 inh: 1; PAD4 inh: -2; Bcl-xL primary: 3; MEX-5 binding: 0.5; Fam108B counter: -2; MCL1-BIM inh: 0; GLD-1 TGE inh: 6; TPT1 inh: 0; PME-1 primary: -3

(next part)
SMILES | GSTO1 inh | PAD4 inh | Bcl-xL primary | MEX-5 binding | Fam108B counter | MCL1-BIM inh | GLD-1 TGE inh | TPT1 inh | PME-1 primary
CCOc1cc(C(=O)Nc2ccc(S(=O)(=O)Nc3cnc4ccccc4n3)cc2)cc(OCC)c1OCC | -19 | -4 | 12 | 0.4 | -3 | 4 | -7 | -2 | -10
CN(C)CC(=O)N1c2ccccc2Sc2ccc(Cl)cc21 | 1 | -8 | 8 | -0.4 | 5 | 9 | 5 | 0 | 2
CC(C)C(C(=O)NCc1ccco1)N(C(=O)CNS(=O)(=O)c1ccc(Cl)cc1)C1CCCC1 (configuration not stated) | -3 | -5 | -1 | 0.2 | -1 | -1 | 2 | -1 | 4
COc1ccccc1N1CCN(S(=O)(=O)CCNC(=O)Cc2ccc(F)cc2)CC1 | -1 | 1 | 5 | 2.1 | -1 | 5 | 2 | 0 | 2
CCOc1ccccc1N(C)C(=O)CCS(=O)(=O)c1ccc2c(c1)NC(=O)C(C)S2 (configuration not stated) | -1 | -7 | -4 | -0.2 | -3 | -6 | 3 | -3 | 5
O=C(NCc1ccc(Cl)cc1)C1CCCCN1S(=O)(=O)c1ccccc1 (configuration not stated) | -1 | 4 | -1 | 1.0 | 0 | -6 | 5 | 2 | -2
O=C(NCc1ccc2c(c1)OCO2)C1CC(=O)N(c2ccc(O)cc2)C1 (configuration not stated) | -1 | 1 | 4 | 0.8 | 9 | 4 | 5 | -2 | 3
COc1ccc(N=C2SC(CC(=O)Nc3ccccc3)C(=O)N2CCc2ccccn2)cc1 (configuration not stated) | -3 | 2 | 6 | 2.1 | 5 | 11 | 7 | -1 | -4
N=c1c(S(=O)(=O)c2ccc(Br)cc2)cc2c(=O)n3ccccc3nc2n1Cc1ccccc1 | 2 | 0 | 0 | 0.4 | -2 | -5 | 0 | 3 | -4
C/C(=N\Nc1nc(N2CCOCC2)nc(N2CCOCC2)n1)c1cccc([N+](=O)[O-])c1 | 0 | -3 | 2 | -1.1 | 2 | -3 | -1 | -4 | -1
Cc1cccn2c(=O)c3cc(C#N)c(=NC(=O)c4ccco4)n(Cc4ccco4)c3nc12 | 4 | -3 | 14 | -3.4 | 2 | 15 | 4 | 1 | 9
COc1ccc(-n2c(SC(C)C(=O)N3CCOCC3)nc3ccccc3c2=O)cc1 (configuration not stated) | -7 | -2 | 3 | 1.3 | -3 | -2 | 5 | 2 | 9
COCCN1CC(C(=O)NCc2ccccc2-n2ccnc2C)CCC1=O (configuration not stated) | 2 | 2 | -4 | -0.8 | -3 | 3 | 1 | -2 | -7
CC(=O)Nc1c(C(=O)O)oc2ccccc12 | -6 | 1 | 2 | -0.7 | 0 | 0 | 9 | -1 | -2
NC(=O)Nc1ccccc1C(=O)NCCc1ccccc1 | 0 | -2 | 3 | 3.1 | 0 | 6 | -6 | -1 | -2
CN(c1cccc(NC(=O)CN(c2cccc(Cl)c2)S(=O)(=O)c2ccc(Cl)cc2)c1)S(C)(=O)=O | -9 | -1 | 3 | 0.7 | -20 | 7 | 4 | -3 | -13
Cc1cc(C(=O)O)c2ccccc2n1 | 8 | -1 | -1 | -2.6 | 1 | -5 | -1 | 0 | 0
Cn1c(SCC(=O)N2CCCC2)nnc1-c1cccs1 | -2 | -5 | 4 | -0.1 | 0 | 8 | -2 | -2 | 5
NNc1nccc(Nc2ccccc2C(=O)O)n1 | 26 | -2 | 16 | 1.4 | 6 | 32 | 2 | 2 | -3
Cn1c(C(=O)O)c(C=O)c2ccccc21 | 2 | -4 | 3 | -1.0 | -2 | 0 | -1 | 2 | -5

An excerpt from above with just MCL1-BIM inh, TPT1 inh and GSTO1 inh.
SMILES,MCL1-BIM inh,TPT1 inh,GSTO1 inh
Cc1cccn2c(=O)c3cc(C#N)c(=NC(=O)c4ccco4)n(Cc4ccco4)c3nc12,15,1,4
CC(=O)Nc1c(C(=O)O)oc2ccccc12,0,-1,-6

(more compounds)
SMILES | GSTO1 inh | PAD4 inh | Bcl-xL primary | MEX-5 binding | Fam108B counter | MCL1-BIM inh | GLD-1 TGE inh | TPT1 inh | PME-1 primary
Cc1ccc(C(=O)/C=C/c2c[nH]c3ccccc23)cc1 | 3 | 1 | 1 | -2.8 | 2 | -7 | -18 | 15 | 8
COc1ccc(N2CCN(C(=O)c3ccc(Br)o3)CC2)cc1 | -1 | -4 | 0 | 2.5 | 3 | 2 | 6 | 0 | 0
O=C(/C=C/c1ccc([N+](=O)[O-])cc1)Oc1ccc(/C=N/NC(=O)c2ccncc2)cc1 | 5 | 0 | 2 | 0.4 | -8 | 2 | 1 | -4 | 3
O=C(NCC12CC3CC(CC(C3)C1)C2)c1nn2c(c1Cl)NC(c1ccco1)CC2C(F)(F)F (configuration not stated) | 0 | 1 | 7 | -1.3 | -6 | -3 | 0 | 1 | 0
COc1ccccc1C(=O)Nc1ccnn1C1CCN(C/C=C/c2ccccc2)CC1 | 1 | -1 | 4 | -0.2 | 0 | -1 | 6 | 0 | 3
CCn1c(SCC(=O)Nc2nncs2)nnc1-c1ccco1 | 19 | 4 | 7 | -0.9 | 3 | 10 | 4 | -1 | 1
Cc1ccc(S(=O)(=O)N2CCOCC2)cc1NC(=O)CSc1nnc(N)s1 | -1 | -1 | -1 | -1.4 | -3 | -11 | -2 | 0 | 5
CCN1C(=O)c2ccccc2S(=O)(=O)c2ccc(C(=O)N3CCOCC3)cc21 | 2 | 1 | 6 | 3.0 | 1 | 1 | 9 | -2 | 0
S=C(Nc1ccc(Cl)cc1)N1CCN(C2CCCCC2)CC1 | 3 | -3 | 3 | 3.0 | -3 | 8 | 0 | 0 | 4
Cc1ccc(C)c(S(=O)(=O)N2CCN(CC(=O)NC(C)c3ccccc3)CC2)c1 (configuration not stated) | . | 0 | -6 | . | . | -11 | -12 | . | 6
O=C(CSc1ccccc1)N1CCC(N2CCC(C(=O)N3CCCC3)CC2)CC1 | 2 | 2 | 7 | 1.2 | 5 | 7 | 3 | -3 | 6
CC(NC(=O)CCCN1C(=O)c2ccccc2C1=O)c1ccc2c(c1)CCCC2 (configuration not stated) | -5 | -1 | 5 | -0.3 | 4 | 6 | -3 | 4 | -6
Cc1cccc(NC(=O)CSCC(=O)N(C)CC(=O)Nc2cccc(F)c2)c1 | 7 | -7 | -5 | 1.6 | -1 | -9 | 0 | -1 | 6
COC(=O)C(NS(=O)(=O)c1ccc(NC(C)=O)cc1)C(C)C (configuration not stated) | -5 | -3 | 1 | -2.6 | -2 | -7 | 3 | -1 | -4
CCN(CC)S(=O)(=O)c1cccc(C(=O)N/N=C(\C)c2ccc(O)cc2O)c1 | 9 | -2 | 1 | -2.9 | 1 | 6 | -19 | 89* | -3
CC1(C)Cc2ccccc2-c2nc(-c3ccccc3)oc(=O)c21 | 6 | -4 | -2 | 1.9 | -4 | -3 | 1 | -3 | -1
CCOC(=O)C1CCCN(C(=O)Cn2nc(C)n3nc(-c4ccccc4)cc3c2=O)C1 (configuration not stated) | 1 | 1 | -2 | 2.1 | -3 | -6 | -2 | -3 | 2
CCN(CC(=O)Nc1ccccc1C(F)(F)F)C(=O)c1ccc(N2CCCC2=O)cc1 | . | -1 | 0 | . | . | 0 | 3 | . | -4
C#CCOCCOCCOCCNc1nc(N2CCN(C(=O)CCCCCCCCCCNC(=O)[C@H]([C@@H](C)CC)n3cc(CCCCCN)nn3)CC2)nc(N2CCN(C(=O)CCCCCCCCCCNC(=O)[C@@H]([C@H](C)O)n3cc(C)nn3)CC2)n1 | 12 | -5 | 6 | . | -2 | 0 | -2 | -6 | -7
O=C(COC(=O)CCc1ccc(S(=O)(=O)N2CCOCC2)cc1)NC(=O)NC1CCCCC1 | 5 | -1 | 8 | -0.3 | -3 | 4 | -1 | 2 | 5
COc1ccc(CN2CCNC(=O)C2CC(=O)NC2Cc3ccccc3C2)c(OC)c1 (configuration not stated) | 4 | 4 | 8 | 1.3 | 2 | 5 | -13 | 0 | 0
COc1cc(/C=N/NC(=O)c2cccc([N+](=O)[O-])c2)ccc1OCc1ccccc1 | 13 | 1 | 1 | 0.2 | 0 | 5 | 9 | 3 | 1
COc1ccc(-c2nc(CN3CCC(C(=O)NCC4CCCO4)CC3)c(C)o2)cc1OC (configuration not stated) | -2 | -2 | 9 | -3.7 | 2 | 4 | 3 | 0 | -9
O=C(O)CCCC(=O)Nc1ccc(C(=O)NCc2cccnc2)cc1 | -1 | 4 | 1 | 0.8 | 1 | -3 | -2 | -5 | 1
CCOc1ccc(OCC)c(NC(=O)CN2CCN(CC(=O)NC(C)C)CC2)c1 | 2 | -1 | 1 | 1.3 | 2 | -3 | -5 | 0 | -1
COC(=O)c1sc(NC(=O)COc2cccc(C)c2)nc1C | -3 | -2 | 2 | 2.6 | 0 | 5 | 4 | 1 | -19

Only part of the results is shown. The share of hits here may be higher or lower than overall.
